beta cell repl: inducers of beta-cell replication in MIN6 cells; MIN6 cells proliferation, ATPlite luminescence, 48 h; cells starved in 0.2% serum; 100% = growth in 10% serum; proliferation, % at 10 µM; 0.29% of 330,000 active;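 active means compounds whose signal lies at least 3.5 SD above the mean of all wells on their plate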;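 further: 0% = DMSO-treated cells in low-serum medium and 100% = 10% serum control; some compounds called inactive have numbers as strong as hits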
tim23-1 inh: inhibits growth of tim23-1 mutant yeast; S. cerevisiae tim23-1 growth, BacTiter-Glo luminescence, 24 h; inhibition, % at 20 µM; 1.3% of 330,000 active;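 active means growth inhibition of the mutant yeast at or above 50%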;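 further: temperature-sensitive mutant grown at 25 °C; plate controls were DMSO-treated mutant yeast for no effect and medium wells lacking yeast for full effect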
APJ agonist: agonists of human APJ apelin receptor. P35414. CHO-K1 APJ PathHunter beta-arrestin, luminescence; 0% DMSO wells, 100% apelin. activation, % at 20 µM. 0.11% of 330,000 active;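 active means activation more than six SD over the plate average, tested at 20 µM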;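 further: 0% = DMSO alone and 100% = apelin-13 at 10 nM; some results filed as inactive read as strong as hits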
Target sequence (P35414 whole entry, looked up): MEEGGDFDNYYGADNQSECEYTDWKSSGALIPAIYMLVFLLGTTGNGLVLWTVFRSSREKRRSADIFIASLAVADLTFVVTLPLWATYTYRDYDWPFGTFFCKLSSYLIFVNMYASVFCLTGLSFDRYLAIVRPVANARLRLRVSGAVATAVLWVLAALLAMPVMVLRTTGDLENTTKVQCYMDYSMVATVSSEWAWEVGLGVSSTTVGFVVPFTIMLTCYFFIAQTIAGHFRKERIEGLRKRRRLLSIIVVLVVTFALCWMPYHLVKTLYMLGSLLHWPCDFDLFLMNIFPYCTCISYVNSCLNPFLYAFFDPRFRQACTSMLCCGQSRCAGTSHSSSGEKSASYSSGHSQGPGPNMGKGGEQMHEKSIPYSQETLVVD
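assay system = CHO-K1 APJ beta-arrestin complementation cell line | input = cell density 1000 per well | dosing = compound 20 µM once, DMSO 1% | timing = compound 90 min 25 °C, reagent 1 h | measured by = luminescence from split beta-galactosidase complementation, Galacton Star/Emerald II substrate | read-out basis = APJ agonist activity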
NALP3 yeast inh: NALP3 inhibition in yeast; 0.39% of 330,000 active; AID 2825; Yeast reconstituted NLRP3/ASC/caspase-1, beta-gal luminescence, 24 h; inhibition, % at 10 µM;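 active means inhibition of 50% or more; inactive means inhibition below 50%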;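 further: plate controls were induced DMSO wells for no effect and uninduced yeast grown without galactose for full effect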
TIM10 inh: inhibits growth of TIM10 yeast strain | S. cerevisiae TIM10 strain growth, BacTiter-Glo luminescence, 24 h | 1.4% of 330,000 active | inhibition, % at 10 µM;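 active means inhibition of 40% or more at the single tested concentration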;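 further: wild-type TIM10 isogenic control strain grown at permissive 25 °C; 0% = DMSO yeast wells and 100% = minimal medium wells without yeast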
tim10-1 inh: growth inhibitors of tim10-1 mutant yeast. S. cerevisiae tim10-1 ts strain growth, BacTiter-Glo, 24 h. inhibition, % at 20 µM. 2.2% of 330,000 active;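 active means inhibition of at least 40%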;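 further: mutant grown at 25 °C; 0% = DMSO wells with yeast and 100% = wells holding no yeast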
NR3A LBD binder: NR3A (human) ligand-binding domain modulation; NR3A LBD differential scanning fluorimetry, Tm shift; 0% = protein alone, 100% = glycine-bound protein; Tm shift relative to glycine control, % at 25 µM; 2.5% of 340,000 active;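 active means melting temperature shift of at least 10% of the positive control shift, at one fixed dose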
APJ antagonist: APJ receptor antagonism; P35414; CHO-K1 APJ beta-arrestin complementation, luminescence; inhibition, % at 20 µM; 0.32% of 330,000 active; AID 2521;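 active means inhibition above about 40% at 20 µM, limit read from the data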;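 further: cells challenged with 10 nM apelin-13 agonist together with compound; plate controls were apelin-13 plus DMSO wells for no effect and DMSO wells lacking apelin-13 for full effect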
MPTP inh: blocks calcium-induced mitochondrial swelling; inhibition, % at 10 µM; 1.4% of 360,000 active; isolated mouse mitochondria, Ca2+ swelling absorbance, 30 min;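 active means inhibition of 50% or more, scaled per plate between neutral and stimulator controls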;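 further: 0% = DMSO wells given calcium and 100% = 1 mM EGTA wells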
Numbers without * were called inactive.

item	Molecule	beta cell repl	tim23-1 inh	APJ agonist	NALP3 yeast inh	TIM10 inh	tim10-1 inh	NR3A LBD binder	APJ antagonist	MPTP inh
1	O=c1c(-c2ccccc2)coc2c(CN3CCOCC3)c(O)ccc12	-2	14	-3	21	12	16	0	7	-2.2
2	CC(=O)c1ccccc1OC(=O)COc1ccc([N+](=O)[O-])cc1	-3	29	-1	10	-1	11	-1	9	0.3
3	CN(C)CCCN1C(=O)C2CCc3[nH]c4ccccc4c3C2C1=O (stereo not drawn)	-2	0	2	0	-6	12	1	4	-1.8
4	Cc1cc(-c2nnc(SCC(=O)NC3CCCC3)o2)no1	-3	0	1	2	-12	-20	-5	-1	-0.5
5	O=C1COc2ccccc2CN1	0	-6	2	12	0	-10	1	6	-1.4
6	CO/N=C(/CS(=O)Cc1ccc(Cl)cc1)c1ccc(Cl)cc1 (stereo not drawn)	-3	25	-4	25	10	35	1	13	3.2
7	Cc1ccccc1SCC(=O)NNC(=O)c1ccncc1	-1	-9	-2	11	3	-13	3	-8	-0.7
8	CC(=O)Nc1ccc(NC(=O)COc2ccc(S(=O)(=O)N3CCCC3)cc2C)cc1	2	2	1	-5	-18	7	-2	4	-1.5
9	COc1ccccc1CNC(=S)NCc1ccc(Cl)cc1	-2	24	-3	9	15	26	-5	14	2.0
10	S=C(Nc1ccc(Cl)cc1)Nc1ccc2c(c1)OCCO2	-6	47	-7	23	12	32	2	-11	50*
11	Cc1cc2ncn(C(=O)N3CCOCC3)c2cc1C	-1	1	-2	-15	-12	8	-1	15	2.0
12	COc1ccc(Br)cc1/C=C/C(=O)NC(=S)Nc1ccc(Cl)c(C(=O)O)c1	-1	20	-2	11	4	-7	-3	4	0.4
13	Cn1nnnc1Sc1ncnc2scc(-c3cccc(F)c3)c12	-7	3	0	28	1	-3	1	4	-2.1
14	COc1ccc(S(=O)(=O)N(C)C[C@H]2Oc3ccc(NC(=O)Cc4cn(C)c5ccccc45)cc3C(=O)N([C@@H](C)CO)C[C@@H]2C)cc1	-5	16	1	14	-4	4	2	3	-0.8
15	C/C(=N\Nc1cc(-c2ccccc2)nc(-c2ccc(Br)cc2)n1)c1cccc(N)c1	-6	21	1	13	18	22	29*	7	4.4
16	COc1cc(OC)cc(C(=O)NNC(=O)NC2CCCCC2)c1	-3	-2	-2	5	1	6	-1	18	-0.2
17	CN1CCN(c2ccc(S(=O)(=O)N3CCOCC3)cc2NC(=O)CCc2ccccc2)CC1	4	1	-3	12	-3	-5	-1	12	-1.0
18	COc1cccc(CNC(=O)C2(C)Oc3ccccc3NC2=O)c1 (stereo not drawn)	-2	10	-1	9	-5	10	-1	7	0.0
19	Cc1ccc2nc(C)cc(C(=O)N3CCCC(N4CCN(c5ccccc5C)CC4)C3)c2c1 (stereo not drawn)	-1	26	-5	20	22	22	1	24	-0.3
20	CC(=O)Nc1ccc(OCc2nnc(-c3ccc(Cl)cc3)o2)cc1	-3	19	-3	22	3	4	0	4	-1.4
21	Cn1nnc2cc(C(=O)N3CCCCCC3)ccc21	5	2	-1	14	3	5	-1	-11	0.4
22	CCC(C)NC(=O)c1ccccc1NC(=O)C1COc2ccccc2O1 (stereo not drawn)	0	6	-2	-4	26	19	2	5	2.7
23	Cc1onc(-c2ccccc2Cl)c1C(=O)NC(=S)NCCc1ccccc1	0	21	-1	7	25	30	-10	2	-0.9
24	O=C(NNC(=O)c1oc2ccccc2c1-n1cccc1)c1ccco1	-1	27	-1	6	-15	31	0	-2	1.0
25	CCc1nnc(NC(=O)C2CSC3(C)CCC(=O)N23)s1 (stereo not drawn)	4	18	-7	22	-6	8	1	18	-0.4
26	Cc1cccc(C(=O)NC2CC3CCC(C2)N3C)c1 (stereo not drawn)	-2	-10	6	10	2	-25	1	-12	-1.8
27	CC(=O)c1ccccc1NC(=O)c1ccc(N2CCCC2=O)cc1	0	14	-3	17	3	26	-1	9	0.5
28	COc1ccc(N2CCN(C(=O)c3ccc4c(=O)n5c(nc4c3)CCCCC5)CC2)cc1	2	-2	-3	14	-14	-18	4	-9	-0.1
29	O=C(NCC1CCN(c2ccc(S(=O)(=O)N3CCOCC3)cc2)CC1)c1ccc(Cl)cc1	-2	13	-3	3	-18	13	0	-12	0.3
30	O=C(Nc1ccncc1)c1cc2ccccc2o1	-1	28	1	7	-4	0	-15	-2	-5.7
31	COc1cccc(COC(=O)CSCC(=O)Nc2cccc(C)c2)c1OC	0	31	0	28	-7	15	5	16	-1.6
32	O=C(O)c1ccc(CNC(=O)C2CCCN2C(=O)OCc2ccccc2)cc1 (stereo not drawn)	-2	8	0	10	2	2	-2	6	-0.2

Full records, looked up by structure. Screens in order: beta cell repl, tim23-1 inh, APJ agonist, NALP3 yeast inh, TIM10 inh, tim10-1 inh, NR3A LBD binder, APJ antagonist, MPTP inh
COc1cccc(COC(=O)CSCC(=O)Nc2cccc(C)c2)c1OC is listed as 0, 31, 0, 28, -7, 15, 5, 16, -1.6
CCc1nnc(NC(=O)C2CSC3(C)CCC(=O)N23)s1 (stereo not drawn) is listed as 4, 18, -7, 22, -6, 8, 1, 18, -0.4
Cc1cccc(C(=O)NC2CC3CCC(C2)N3C)c1 (stereo not drawn) is listed as -2, -10, 6, 10, 2, -25, 1, -12, -1.8
COc1ccc(N2CCN(C(=O)c3ccc4c(=O)n5c(nc4c3)CCCCC5)CC2)cc1 is listed as 2, -2, -3, 14, -14, -18, 4, -9, -0.1
CC(=O)c1ccccc1NC(=O)c1ccc(N2CCCC2=O)cc1 is listed as 0, 14, -3, 17, 3, 26, -1, 9, 0.5

(listing goes on)
item	Molecule	beta cell repl	tim23-1 inh	APJ agonist	NALP3 yeast inh	TIM10 inh	tim10-1 inh	NR3A LBD binder	APJ antagonist	MPTP inh
33	COc1ccc(C2C(C(C)=O)=C(O)C(=O)N2c2cccnc2)c(OC)c1 (stereo not drawn)	-3	0	-2	12	-5	14	1	-5	0.5
34	COc1ccc(NC(=O)c2cccc(S(=O)(=O)N(C)c3ccccc3)c2)cn1	0	24	7	0	-1	5	-2	-10	3.6
35	CN(CC(=O)Nc1ccc(F)c(F)c1F)C(=O)C1CCN(C(=O)Nc2ccccc2)CC1	4	-15	-3	16	4	-24	0	12	0.1
36	CSc1nc2ccc(S(=O)(=O)N3CCc4ccccc43)cc2s1	-6	28	1	12	23	20	0	-8	0.6
37	O=C(Cc1ccccc1[N+](=O)[O-])N1CCN(S(=O)(=O)c2ccccc2)CC1	-2	24	12	9	15	0	6	9	0.7
38	O=C(O)c1cccc(-n2nc(-c3ccc(Cl)c([N+](=O)[O-])c3)c3ccccc3c2=O)c1	-3	13	-2	11	15	4	3	9	0.3
39	O=C(c1ccccc1)N1CCC(c2nc(-c3ccc(S(=O)(=O)N4CCOCC4)cc3)no2)CC1	-3	16	-2	15	22	24	-1	21	0.5
40	CC(C)(CNC(=O)CCC1CCCC1)CNC(=O)CCC1CCCC1	3	19	-2	23	9	6	2	12	-1.3

Next part; the last seven above are carried over.
item	Molecule	beta cell repl	tim23-1 inh	APJ agonist	NALP3 yeast inh	TIM10 inh	tim10-1 inh	NR3A LBD binder	APJ antagonist	MPTP inh
34	COc1ccc(NC(=O)c2cccc(S(=O)(=O)N(C)c3ccccc3)c2)cn1	0	24	7	0	-1	5	-2	-10	3.6
35	CN(CC(=O)Nc1ccc(F)c(F)c1F)C(=O)C1CCN(C(=O)Nc2ccccc2)CC1	4	-15	-3	16	4	-24	0	12	0.1
36	CSc1nc2ccc(S(=O)(=O)N3CCc4ccccc43)cc2s1	-6	28	1	12	23	20	0	-8	0.6
37	O=C(Cc1ccccc1[N+](=O)[O-])N1CCN(S(=O)(=O)c2ccccc2)CC1	-2	24	12	9	15	0	6	9	0.7
38	O=C(O)c1cccc(-n2nc(-c3ccc(Cl)c([N+](=O)[O-])c3)c3ccccc3c2=O)c1	-3	13	-2	11	15	4	3	9	0.3
39	O=C(c1ccccc1)N1CCC(c2nc(-c3ccc(S(=O)(=O)N4CCOCC4)cc3)no2)CC1	-3	16	-2	15	22	24	-1	21	0.5
40	CC(C)(CNC(=O)CCC1CCCC1)CNC(=O)CCC1CCCC1	3	19	-2	23	9	6	2	12	-1.3
41	O=C(N/N=C/c1cccnc1)c1ccccc1Cl	-4	0	0	2	6	0	0	-10	0.4
42	O=C(c1ccccc1Br)N1CCC(c2nc3ccccc3s2)CC1	-2	45	-2	0	28	16	-4	-10	-0.3
43	Cc1ccc(S(=O)(=O)C2CCCCC2=O)cc1 (stereo not drawn)	1	-1	-1	-1	4	19	0	7	2.2
44	O=C(c1cc2nc(-c3cccs3)cc(C(F)(F)F)n2n1)N1CCCc2ccccc21	0	21	1	17	31	-11	2	14	5.7
45	CCOC(=O)c1ccn(-c2nc(-c3ccco3)cc(C(F)(F)F)n2)n1	-4	10	-3	24	7	13	-1	-67	-0.2
46	NC(=O)c1ccc(C(=O)N/N=C/c2cccc(Oc3ccccc3)c2)cc1	2	10	-8	-11	-3	4	1	-1	0.3
47	Cc1ccc(N2CN(CCC3=CCCCC3)CNC2=S)cc1	-4	16	0	14	5	22	-2	-3	1.3
48	CNC(=O)c1cc2c(=O)n3cc(C)ccc3nc2n(C(C)C)c1=N	1	4	-2	13	7	10	-2	20	2.4
49	CNC(=S)Nc1ccccc1-c1ccccc1	0	5	-1	-1	15	4	-3	9	-0.5
50	COc1ccc(OC)c(NS(=O)(=O)c2ccc(NC(=O)c3ccc(NS(C)(=O)=O)cc3)cc2)c1	0	6	3	0	4	2	21*	10	-1.4
51	C=CCOC(=O)C1=C(C)OC(N)=C(C#N)C1c1ccccc1F (stereo not drawn)	-2	25	-2	-2	1	22	1	3	0.0
52	O=C1C2C3CC(C(Br)C3Br)C2C(=O)N1CC1CCCO1 (stereo not drawn)	-3	8	-4	-8	-6	8	0	5	1.7
53	O=C(Cn1nnc(-c2ccccc2Cl)n1)N1CCCCC1	-1	-1	-2	22	-12	-1	0	16	0.5
54	COc1ccc(/C(CC2OC(=O)c3ccccc32)=N\NC(N)=O)cc1 (stereo not drawn)	3	13	0	-2	-2	6	1	2	1.3
55	CCN(CC)S(=O)(=O)c1ccc(N2CCN(C)CC2)c(NC(=O)c2cc(=O)c3ccccc3o2)c1	-3	13	-3	14	-11	2	2	4	-1.8
56	O=C(NCc1ccco1)c1cc2ccccc2c(=O)o1	-2	2	-4	3	-1	0	7	4	-1.4
57	COc1cccc2sc(N3CCN(C(=O)c4cccs4)CC3)nc12	-5	36	1	14	12	29	-1	-6	-2.2
58	O=C(Oc1ccc(-n2cnnn2)cc1)c1ccccc1	-1	7	0	22	5	16	-1	-31	-0.7
59	CCCCNC1CCS(=O)(=O)C1 (stereo not drawn)	-1	2	3	-9	1	-2	-1	14	-2.1
60	COc1cccc(-c2cc(C(=O)NCCc3ccccc3)no2)c1	-2	1	-5	7	-16	-5	0	16	0.1
61	CCOC(=O)CC(=O)CSc1nc(C)nc2c1oc1ccccc12	-3	8	-3	23	1	3	1	-21	-1.7
62	C#Cc1ccc([C@H]2C=C(C(=O)NCc3ccccc3)O[C@@H](OCc3ccc(CO)cc3)C2)cc1	-7	30	-6	26	10	19	-3	-10	0.6
63	O=C(Nc1ccc2c(c1)OCO2)c1nn(-c2ccccc2)c(=O)c2ccccc12	0	25	-6	13	18	44*	-1	-2	-2.2
